D1 mod: D1 dopamine receptor (human) allosteric modulation; P21728; HEK293 D1, CRE-luciferase, dopamine EC30 potentiation; actives deviate in either direction; B-score at 10 µM; 58,000 tested, 5.9% active;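 active = luminescence count or its row- and column-corrected plate score outside the 99.7% band of the plate's sample wells, on either side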
Target sequence (P21728 whole entry, looked up): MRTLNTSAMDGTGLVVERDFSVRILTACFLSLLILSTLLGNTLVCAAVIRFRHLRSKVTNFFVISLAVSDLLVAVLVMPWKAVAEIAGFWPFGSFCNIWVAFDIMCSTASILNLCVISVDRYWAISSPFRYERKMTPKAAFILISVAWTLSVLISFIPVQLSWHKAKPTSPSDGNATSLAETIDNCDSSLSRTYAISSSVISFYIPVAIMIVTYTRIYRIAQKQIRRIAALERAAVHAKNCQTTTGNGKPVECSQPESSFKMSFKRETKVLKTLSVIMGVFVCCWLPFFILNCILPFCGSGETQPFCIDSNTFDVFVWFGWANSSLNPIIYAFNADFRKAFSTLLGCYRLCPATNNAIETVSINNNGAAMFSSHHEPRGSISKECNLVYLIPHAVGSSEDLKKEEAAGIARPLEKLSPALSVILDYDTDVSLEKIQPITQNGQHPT
M1 antag: antagonists of rat M1 muscarinic receptor. B-score at 10 µM. CHO-M1 cells, Fluo-4 calcium, ACh EC80 antagonist mode; active compounds read low. 64,000 tested, 3.4% active;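 active = calcium fluorescence response, raw or row-and-column corrected B-score, differing from the plate sample mean either way at a set confidence level, mostly lower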
Target sequence (P08482 whole entry, looked up): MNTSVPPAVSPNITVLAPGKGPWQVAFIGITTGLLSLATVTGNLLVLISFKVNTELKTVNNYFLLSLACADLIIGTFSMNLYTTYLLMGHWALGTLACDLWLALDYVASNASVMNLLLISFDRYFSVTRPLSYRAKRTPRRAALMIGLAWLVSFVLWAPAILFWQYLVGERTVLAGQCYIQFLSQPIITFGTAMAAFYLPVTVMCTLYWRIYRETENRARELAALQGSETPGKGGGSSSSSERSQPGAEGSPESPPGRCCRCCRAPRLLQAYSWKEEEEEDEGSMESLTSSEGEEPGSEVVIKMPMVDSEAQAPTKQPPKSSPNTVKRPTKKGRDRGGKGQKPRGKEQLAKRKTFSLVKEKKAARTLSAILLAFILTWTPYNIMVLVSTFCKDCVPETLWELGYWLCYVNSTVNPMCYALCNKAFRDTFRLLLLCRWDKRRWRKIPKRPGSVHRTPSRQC
HTR1A agonist: activates the human 5-HT1a serotonin receptor. P08908. CHO 5-HT1a Ga15 NFAT-bla reporter, FRET ratio; 0% basal, 100% maximal reference agonist. activation, % at 10 µM. 65,000 tested, 0.56% active;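 active = activation above the screen-wide mean activation plus 3 SD, cut at about 19% in these data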;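 also: 0% = DMSO wells and 100% = 5-CT at EC100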
M1 agonist: activates the M1 muscarinic receptor | CHO-M1 cells, Fluo-4 calcium fluorescence, agonist mode; active compounds read high | B-score at 10 µM | 64,000 tested, 3% active;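 active = fluorescence rise, raw or as B-score row- and column-corrected plate score, outside the 99.7% band of its plate's samples, either direction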
Autofluor 339: intrinsic fluorescence of library compounds, ex339/em460 – biochemical, MLSMR library, data from DPM-DC assay, artefact control, profiling panel. compound autofluorescence, ex339/em460 nm, NADH buffer; active compounds read high; 1 = no-compound wells, NADH background. fluorescence fold increase at 10 µM. 65,000 tested, 5.5% active;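 active = at 10 µM, mean starting fluorescence two-fold or more over control wells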;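 also: signal is the first read of a kinetic run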
Her2 expr inh: lowers expression of human Her2 kinase | P04626 | SKBR-3 HER2 protein level, AlphaScreen, 18-24 h; active compounds read low | HER2 level % of control, % at 10 µM | 65,000 tested, 0.69% active | AID 645;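 active = HER2 level under 5% of the carrier-only control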;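 also: 100% = DMSO carrier and 0% = 500 nM PU-H71 HSP90 inhibitor; lower value means stronger loss of Her2 protein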
E coli RNAP: inhibitors of Escherichia coli RNA polymerase; AID 559; inhibition, %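 (tested at 10 µM)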; 62,000 tested, 0.2% active; E. coli RNA polymerase, fluorescence transcription assay; in the data active = inhibition above about 20%;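 also: 0% = enzyme without compound and 100% = no enzyme blank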
NADH coupling: inhibition of NAD/NADH coupling enzymes, library profiling. 65,000 tested, 0.02% active. IC50, µM (series often up to 10 µM), for the others: at the top dose inhibition. coupled PK/LDH NADH assays, four targets;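 active = single-dose screening hits from any of four coupled enzyme assays that gave an IC50 when retested across doses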;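 also: the DPM-DC format reads NADH fluorescence rather than 340 nm absorbance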
Hsp90 block: displaces geldanamycin probe from tumor Hsp90. NCI-N417 lysate Hsp90, Cy3B-geldanamycin FP displacement. inhibition, % at 30 µM. 64,000 tested, 0.35% active. AID 429. P07900;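 active = inhibition above 50%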;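 also: 0% = tracer plus lysate wells and 100% = tracer alone without lysate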
An asterisk follows results filed as active; . = no result given; [ ] = dose if it differs, or a comment.

mol	Hsp90 block	D1 mod	HTR1A agonist	M1 agonist	Her2 expr inh	E coli RNAP	NADH coupling	Autofluor 339	M1 antag
Cc1ccc(NC(=O)CCN2C(=O)c3ccncc3C2=O)cc1	0	0.91	0.2	0.091	94	1	7%	1.1	0.0077
CCN(CCNC(=O)Cn1c(=O)sc2ccccc21)c1ccccc1	-2	0.093	1.2	-1.1	110	-6	0%	1.1	0.71
Cc1ccc(C)n1-c1ccc(C(=O)NCC2CCCO2)cc1 (centres undefined)	-4	-0.013	-3.5	-0.86	88	5	6%	1.1	-0.046
Cc1cccc(-c2noc(CCC(=O)Nc3ccccc3)n2)c1	-1	0.26	0.9	0.59	91	6	2%	1	-0.65
Cc1ccc(NCc2nnc(SCC(=O)Nc3cccc(O)c3)n2CC2CCCO2)c(C)c1 (centres undefined)	-2	-0.71	-1.0	1.1	100	1	4%	1.1	0.63
CCc1nc(N2CCOCC2)c(C#N)c2c1CCCC2	-3	.	-0.4	0.38	161	1	1%	2*	0.76
CC(C)(C)OC(=O)N[C@@H](Cc1ccccc1)c1nnc(S(=O)(=O)Cc2cccc(F)c2)o1	2	.	-2.5	0.068	-16*	2	5%	1.1	-0.08
CC(=O)N(Cc1cc2c(C)cc(C)cc2[nH]c1=O)C1CCCCC1	3	0.38	0.6	-0.32	119	-9	8%	1.7	1.2
Fc1ccc2[nH]c3c(N4CCN(Cc5ccc6c(c5)OCO6)CC4)ncnc3c2c1	-8	.	3.3	6.3	56	2	6%	1.4	-0.26
COCCNS(=O)(=O)c1ccc2c(c1)oc(=O)c1cc(S(=O)(=O)NCCOC)ccc12	1	.	-3.3	-0.95	86	2	7%	1.2	0.068
CC(C)c1cc(Nc2cccc(O)c2)cc(C(C)C)c1O	72*	1.6	-5.5	1.3	83	4	7%	1.1	0.05
COc1ccc(C(=O)Nc2ccc3oc(-c4cccc(F)c4)nc3c2)cc1OC	0	.	-0.8	0.057	77	4	10%[fluoresces]	2.1*	-0.088
CCOC(=O)C1=C(O)/C(=C/N(C)C)N=C1C	-2	-1.6	-3.2	-0.031	90	7	9%	1	0.3
CCCCn1c(SCc2cc(=O)n3ccsc3n2)nc2cc(C(=O)OC)ccc2c1=O	-2	-0.75	-0.5	-0.45	85	4	12%	1.2	-1.1
c1ccc2[nH]c(CSc3ncnc4c3oc3ccccc34)nc2c1	-4	-0.16	0.3	2.1	76	0	2%	1.1	-0.74
Cc1cccc(-c2noc(Cc3ccccc3)n2)c1	0	-0.36	-0.4	-0.25	101	0	3%	1.1	-0.096
Cn1c(=O)c2c(nc(CN3CCOCC3)n2CCc2ccccc2)n(C)c1=O	.	0.66	0.3	0.13	.	4	7%	1.1	-0.014
CCCCN1C2CCCC1CC(NC(=O)c1ccc(OC)c(OC)c1)C2 (centres undefined)	-6	-0.36	2.7	0.29	93	9	5%	1.1	-0.56
CCOC(=O)c1sc2cccc(F)c2c1N	-2	1.8	-0.9	0.19	43	3	5%[fluoresces]	2.7*	0.95
CC(C)OC(=O)c1cc(NC(=O)C2C3CCC(O3)C2C(=O)O)cc(C(=O)OC(C)C)c1 (centres undefined)	0	.	0.5	0.078	90	0	1%	1.1	0.27
CC(C)(CC(=O)O)Cc1nc(-c2ccc(Cl)cc2)no1	0	0.26	0.5	0.88	113	-9	3%	1.1	-0.065
COc1ccc(OC)c(NC(=O)CSc2ccccc2)c1	-4	0.78	-1.0	0.062	99	9	4%	1.1	-0.073
Cc1ccc(S(=O)(=O)CCc2ccccn2)cc1	-9	0.47	0.2	0.74	90	10	3%	0.95	0.49
COc1ccccc1N1CCN(c2nc3ccccc3n3nnnc23)CC1	1	0.017	1.2	5	94	4	2%	1.4	-0.036
Cc1noc(C)c1C(=O)OCC(=O)c1ccc[nH]1	-6	0.36	-2.1	-0.61	80	6	3%	1.1	-1.2
O=C1C/C(=C/NCc2ccccc2)C(=O)N1	-6	-0.44	0.2	0.25	86	3	2%	1	0.074
O=C(CCCCn1c(=O)[nH]c2ccccc2c1=O)NCCC1=CCCCC1	25	-1	1.2	0.086	115	-1	5%	1.1	-0.54
CS(=O)(=O)N(CC(N)=O)c1ccc(F)c(Cl)c1	-2	-0.33	-2.6	0.014	89	7	9%	1.1	0.41
Cc1ccc(C(=O)CSc2nnc(COc3cccc(C)c3)o2)cc1	-1	-0.69	-3.0	0.0042	99	7	7%	1.1	1.4
COCCN(CC(=O)NCc1ccc(OC)cc1)C(=O)CCC(=O)Nc1nccs1	-2	0.28	-2.0	0.21	98	5	8%	1.1	0.29
Cc1ccccc1NC(=O)N1CCCC(c2nc(-c3ccc(C(C)C)cc3)no2)C1 (centres undefined)	-2	1.1	-2.6	0.026	70	.	4%	1.1	0.0022
CCOC(=O)C1=C(C)NC(=O)C(C(N)=O)C1c1ccccc1 (centres undefined)	-1	0.62	0.1	-0.021	86	6	5%	1.1	0.23
CSc1oc(-c2ccco2)nc1S(=O)(=O)c1ccc(Br)cc1	-6	4*	-1.9	0.098	85	2	2%	1.2	-0.1
Nc1c2c(nc3ccccc13)CCC2	-2	.	-0.5	-0.35	57	-2	2%	1.1	-0.18
Cc1ccc(S(=O)(=O)N(C)CC(=O)Nc2ccncc2)cc1	-3	0.037	-1.9	0.051	172	10	4%	1.1	-0.035
CC(=O)Oc1ccc(-c2ccc(C(=O)O)cc2)cc1	-2	0.0087	-2.0	0.23	99	4	3%	1	1.4
COc1cccc(NC(=O)CCP(C)(=O)O)c1	-2	-0.65	0.3	0.32	112	13	4%	1	0.74
COc1cc2c(cc1OC)C1(NCC2)C(=O)Nc2ccccc21 (centres undefined)	-3	1.2	-0.2	-0.65	88	6	4%	1.1	-0.66
S=c1nc(-c2ccccc2)n(CCN2CCOCC2)c2c1CCCC2	.	-0.66	-0.2	1.3	73	-6	4%	1	0.17
COc1ccc(C(=O)NCc2cn3ccsc3n2)cc1OC	-1	2.2	-0.3	0.41	82	-8	8%	1.1	-0.36
C=CCSc1nc2nc(C)cc(C)n2n1	0	-3	-4.3	.	141	6	7%	1.1	.
O=C(O)CCc1ccc(-c2cccs2)n1-c1ccc(C(=O)O)cc1	-3	-0.38	-1.6	0.5	107	4	6%	1.1	-1.6
Cc1ccc(C2NC(=O)NC3=C2CCc2ccccc23)cc1 (centres undefined)	15	-0.49	-6.0	-0.65	94	5	8%	2.6*	-1.3
O=C(CN1C(=O)C2(OCCCO2)c2ccccc21)NCCc1ccccc1	-3	-0.51	-2.3	-0.26	81	5	8%	0.88	-0.051
COc1ccccc1-c1noc(-c2ccco2)n1	-4	-0.97	-2.4	-0.33	47	5	6%	1.1	-0.43
O=C(COc1cccc(C(F)(F)F)c1)NCCCN1CCCC1=O	-14	0.047	-1.7	-0.77	114	2	2%	1.1	0.079
O=C(C1CCCN(Cc2cccs2)C1)N1CCCCCC1 (centres undefined)	-4	0.21	-0.5	0.18	149	4	12%	0.96	-1.2
Cc1ccc(S(=O)(=O)N2CCN(C(=O)N3CCOCC3)C2c2ccc(N(C)C)cc2)cc1 (centres undefined)	-1	.	-0.1	0.036	118	9	3%	0.99	-0.0084
Brc1cnc(N2CCOCC2)nc1N1CCCCC1	-6	0.99	0.0	0.48	137	-3	13%	1.1	0.047
COCCNC(=O)CN1C(=O)CSc2cc(S(=O)(=O)N3CCCCCC3)ccc21	-2	.	-2.0	-0.22	101	3	3%	1.1	0.021
COc1ccc(CC/C(=N\O)C2(O)CCCCC2)cc1	0	0.12	-1.9	0.0052	79	4	5%	1.1	-0.13
CN1CC=C2C(C#N)=C(N)C(C#N)(C#N)C(CCc3ccccc3)C2C1 (centres undefined)	2	-2.6	2.7	18*	55	1	6%	2*	-1.1
CC(C)CN1CN(S(=O)(=O)c2cccs2)c2nc3ccccc3nc21	-1	11*	0.4	-0.52	65	6	5%	1.4	-0.24
COc1cc(NC(=O)CN2c3cccc4cccc(c34)S2(=O)=O)cc(OC)c1OC	-1	-0.53	-1.3	-0.086	92	6	14%	2.6*	-0.64
CCn1c(SCC(=O)Nc2cccc(NC(=O)c3ccco3)c2)nnc1-c1cccs1	-1	1.2	0.0	4.2*	119	8	8%	1.1	-0.74
CN(C)c1ccc(C(c2nnnn2C(C)(C)C)N2CCc3ccccc3C2)cc1 (centres undefined)	-8	-0.28	0.1	2.1	109	6	2%	0.99	-0.0031
COc1cccc(C(=O)NCc2nnc(SCC(=O)Nc3nccs3)n2-c2ccccc2)c1	-2	-0.73	-1.0	0.089	87	5	4%	1	0.42
Cc1ccc(N(CC(=O)NCc2ccco2)S(=O)(=O)c2ccccc2)cc1	.	-0.52	0.2	1.5	243	7	5%	1.1	-0.32
COc1cc(NC(=O)c2cc3ccccc3o2)c(OC)cc1Br	-4	-0.16	2.7	-1.2	65	-5	10%	1.8	0.056
O=C(O)c1cc(-c2ccccc2)c(N2CCOCC2)s1	-1	-0.096	-4.8	0.23	100	8	7%	1	-0.68

Following part:
mol	Hsp90 block	D1 mod	HTR1A agonist	M1 agonist	Her2 expr inh	E coli RNAP	NADH coupling	Autofluor 339	M1 antag
Cc1ccc(C(=O)Nc2ccc3c(c2)ncn3C)cc1	-5	-1.9	-2.4	1.3	47	5	2%	1.1	0.035
CC(=O)N1CCN(C(=O)CCc2c[nH]c3ccccc23)CC1	2	1.6	-0.8	-0.00038	77	2	7%	1.1	0.28
Cc1cc(=O)[nH]c(SCC(=O)c2ccc(C)c(C)c2)n1	-1	-0.38	-0.4	-2.3	89	-7	3%	1.1	0.16
CCCC(=O)N(CCc1ccccc1)Cc1nc2ccccc2c(=O)[nH]1	-4	0.064	0.1	2.1	132	8	2%	1.1	-0.74
COC(=O)c1cc(NC(=O)C2CC2)cc(C(=O)OC)c1	0	-0.29	1.6	2.1	79	6	2%	1.1	0.068
Oc1cccc(C=NCc2ccccc2)c1O	37	-0.75	0.8	-0.36	63	7	3%	1	0.67
COc1ccc(Br)cc1C1CC(=O)N2CN(Cc3ccccc3)CSC2=C1C#N (centres undefined)	-1	-0.21	0.4	-0.2	96	8	13%	1.1	-1.1
c1ccc(Nc2nc3ccccc3n3cnnc23)cc1	-1	4.2*	3.2	0.11	100	-1	9%	1.1	-0.14
CCOC(=O)C1CCCN(c2ncnc3c2cnn3-c2ccc(OC)cc2)C1 (centres undefined)	0	-1.6	2.1	1.2	119	1	5%	1.3	0.096
COc1ccc(Cc2nc(-c3ccc(-n4cccc4)cc3)no2)cc1	-2	0.23	3.5	-1.1	74	8	5%	1	-1.1
Cc1cc(C)c(NC(=O)c2cc3c(nc4sccn43)s2)c(C)c1	-5	0.27	-0.3	-0.12	65	6	8%	1.1	1.6
CCOC(=O)/C=C1\SCC(=O)N1CC(=O)Nc1ccc2c(c1)CCC2	-5	0.039	-2.8	0.39	79	6	5%	1	-1.9*
COc1ccc(C2=C(O)C(C)N(c3ccccc3)C2=N)cc1OC (centres undefined)	-2	-3.5*	-1.9	-0.32	90	6	5%	1.1	-0.59

High-throughput results (PubChem)
